Assay outcomes (PubChem BioAssay)
SKKanGAS inh – S. pyogenes SKKanGAS growth inhibitors in kanamycin, primary screen, streptokinase expression inhibitor project, SKKanGAS strain, BacTiter-Glo luminescence | 6 h | inhibition, % at 7.5 µM | 300,000 compounds, 1.3% hits | AID 1662, 2009;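 active means mean replicate score, as percent of positive control median, at least 50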;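 further: strain carries kanamycin resistance gene driven by streptokinase promoter and grows in 40 µg/ml kanamycin; loss of luminescence reflects streptokinase promoter inhibition or plain growth inhibition; 0% = median of DMSO wells and 100% = positive control at its reference dose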
TRPC6 inh – mouse TRPC6 channel inhibitors, primary screen, cell-based, HEK293, membrane potential dye | ACh-evoked depolarization; active compounds read low | B-score at 10 µM | AID 2553, 2010 | 310,000 compounds, 1.1% hits;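 active means B-score under library mean minus 3 SD, initial fluorescence not abnormally high, positive integrated signal ratio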;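 further: B-score derived from integrated fluorescence ratio over the kinetic read; more negative B-score means stronger inhibition of depolarization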
MrgX1 PAM – positive allosteric modulators of MrgX1, primary screen, HEK293 cells, Fluo-4 calcium flux; FDSS; active compounds read high; B-score at 10 µM; 310,000 compounds, 0.63% hits; Mas-related G-protein coupled receptor member X1 (Homo sapiens), Q96LB2;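 active means plate-corrected calcium response at least 3 library SD above typical, normal starting fluorescence, not activating the receptor alone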;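 further: compound read alongside a low EC10 to EC30 dose of BAM8-22 agonist; peak minus trough fluorescence over baseline measured at the second addition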
Target sequence (Q96LB2 whole entry, looked up): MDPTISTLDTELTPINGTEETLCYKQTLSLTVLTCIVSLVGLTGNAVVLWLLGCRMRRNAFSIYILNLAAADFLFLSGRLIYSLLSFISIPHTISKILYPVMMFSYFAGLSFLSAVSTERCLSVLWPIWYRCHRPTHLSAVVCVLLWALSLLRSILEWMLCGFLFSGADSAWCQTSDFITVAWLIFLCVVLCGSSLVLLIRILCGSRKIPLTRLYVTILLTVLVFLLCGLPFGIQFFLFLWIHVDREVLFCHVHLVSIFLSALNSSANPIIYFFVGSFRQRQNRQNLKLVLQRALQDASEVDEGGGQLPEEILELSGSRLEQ
RGS4 block – RGS4 inhibitors, primary screen, cell-based, HEK293 M3R inducible RGS4, calcium flux; Fluo-4 calcium flux; active compounds read high; triggered by carbachol at its EC20; B-score at 10 µM; Regulator of G-protein signaling 4 (Homo sapiens), P49798; AID 463165, 2010; 310,000 compounds, 0.45% hits;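 active means B-score, a plate-corrected calcium signal, over three deviations above library mean, with baseline fluorescence within five deviations of library mean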;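 further: RGS4 expression induced by doxycycline in cells with stable M3 receptor; B-score is computed from the integrated fluorescence ratio over baseline after carbachol; higher B-score means a larger calcium signal and so more RGS4 inhibition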
Target sequence (P49798 whole entry, looked up): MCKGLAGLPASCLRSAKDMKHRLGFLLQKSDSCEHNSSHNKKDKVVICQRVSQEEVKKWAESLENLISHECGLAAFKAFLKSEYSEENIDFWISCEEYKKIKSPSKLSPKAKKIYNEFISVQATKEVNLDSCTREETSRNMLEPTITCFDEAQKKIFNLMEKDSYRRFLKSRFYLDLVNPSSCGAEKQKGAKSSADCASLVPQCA
TMEM16A inh – TMEM16A chloride channel inhibitors, primary screen, cell-based, HTS. HEK293 TMEM16A/YFP iodide influx fluorescence, ionomycin. AID 588511, 2011. normalized B-score (activity score, 25-100; higher = stronger inhibition) at 10 µM. 310,000 compounds, 1.2% hits. Anoctamin-1 (Mus musculus), Q8BHY3;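 active means ratio plate-corrected score three or more library SD toward inhibition, starting fluorescence score within five deviations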;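 further: score derived from kinetic fluorescence span divided by baseline fluorescence per well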
ANO1 activ – TMEM16A chloride channel activators or potentiators, primary screen, cell-based, HTS; Anoctamin-1 (Mus musculus), Q8BHY3; HEK293 TMEM16A/YFP-H148Q/I152L, iodide quench fluorescence; active compounds read low; B-score at 10 µM; 340,000 compounds, 0.3% hits; AID 623877, 2012;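 active means fluorescence-ratio B-score plate-corrected deviation score at least 3 library SD below zero, with starting fluorescence score within 5 deviations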;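 further: channel opened by trigger with iodide after compound preincubation; score built on the fluorescence ratio of max minus min over baseline; more negative score means more quench and so TMEM16A activation or potentiation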
MrgX1 ag – agonists of human MrgX1 receptor, primary screen, HEK293 cells, Fluo-4 calcium flux | Mas-related G-protein coupled receptor member X1 (Homo sapiens), Q96LB2 | Fluo-4 calcium fluorescence, agonist mode; active compounds read high | B-score at 10 µM | 310,000 compounds, 0.44% hits;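 active means calcium response B-score plate-corrected fluorescence ratio at least 3 library SD, with starting fluorescence B-score inside 5 SD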
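Assay system: stable human MrgX1 HEK293 cell line. Quantity: 15,000 cells per well. Schedule: cells plated overnight, dye loaded 0.5 h 37 °C, 0.5 h room temperature. Detection: Fluo-4 NW calcium-flux fluorescence, kinetic read. Read-out basis: peak-minus-minimum fluorescence over baseline, converted to B scores. Control set: positive and negative control wells on each plate.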
HDAC3 inhib – HDAC3 deacetylase inhibitors, primary screen, biochemical, fluorescence, cell-free homogeneous; inhibition, % at 8.3 µM; Histone deacetylase 3 (Homo sapiens), O15379; 320,000 compounds, 0.15% hits; AID 2718, 2010; recombinant HDAC3, fluorogenic peptide/trypsin coupled; in the data active means inhibition above about 26%, passing the limit was not always enough
Target sequence (O15379 whole entry, looked up): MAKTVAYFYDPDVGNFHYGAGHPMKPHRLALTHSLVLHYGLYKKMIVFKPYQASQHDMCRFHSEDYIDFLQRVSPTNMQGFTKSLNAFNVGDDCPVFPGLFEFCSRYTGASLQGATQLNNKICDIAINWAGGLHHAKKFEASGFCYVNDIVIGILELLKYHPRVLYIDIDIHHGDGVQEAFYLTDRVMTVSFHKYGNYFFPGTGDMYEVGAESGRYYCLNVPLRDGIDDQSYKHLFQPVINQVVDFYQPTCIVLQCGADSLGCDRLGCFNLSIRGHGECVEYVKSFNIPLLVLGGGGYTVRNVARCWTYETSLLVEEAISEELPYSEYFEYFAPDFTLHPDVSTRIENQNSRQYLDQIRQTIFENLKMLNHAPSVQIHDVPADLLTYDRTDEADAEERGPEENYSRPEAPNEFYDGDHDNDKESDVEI
RGS4 pot – RGS4 potentiators or activators, primary screen, cell-based, HEK293 M3R inducible RGS4, calcium flux; carbachol calcium flux Fluo4; active compounds read low; B-score at 10 µM; 310,000 compounds, 0.92% hits;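 active means B-score of the integrated calcium signal more than 4 SD below the library mean, with starting fluorescence not abnormally high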;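 further: negative B-score means reduced calcium response which marks RGS4 activation or potentiation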
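System – HEK293 FlpIn-TREx cells, stable M3R, doxycycline-inducible RGS4 · Reagent – ECmax carbachol challenge · Times – compound preincubation 20 min at room temperature before agonist · Technique – Fluo4 fluorescence kinetic imaging of calcium · Measure – B score of integrated Fluo4 ratio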
TRPC6 activator – mouse TRPC6 channel activators, primary screen, cell-based, HEK293, membrane potential dye; Short transient receptor potential channel 6 (Mus musculus), Q61143; HEK293-TRPC6 membrane potential dye fluorescence; active compounds read high; B-score at 10 µM; 310,000 compounds, 0.13% hits; AID 2550, 2010;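 active means B-score of the integrated fluorescence ratio above library mean plus 3 SD, and starting fluorescence ratio within library mean plus 5 SD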;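 further: higher score means more depolarization so channel activation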
MrgX1 antag – antagonists of human MrgX1 receptor, primary screen, HEK293 cells, Fluo-4 calcium flux; BAM8-22 antagonism; active compounds read low; Mas-related G-protein coupled receptor member X1 (Homo sapiens), Q96LB2; AID 588676, 2011; 310,000 compounds, 1.3% hits; B-score at 10 µM;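 active means calcium-response B-score plate-corrected more than 3 library SD below zero, starting fluorescence within 5 deviations, no agonist response on first addition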;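 further: peak minus trough fluorescence over baseline after final BAM8-22 challenge near maximal dose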
* = called active by the depositor; i = inactive; / = no result given.

#	SMILES	SKKanGAS inh	TRPC6 inh	MrgX1 PAM	RGS4 block	TMEM16A inh	ANO1 activ	MrgX1 ag	HDAC3 inhib	RGS4 pot	TRPC6 activator	MrgX1 antag
1	Cc1onc(-c2c(Cl)cccc2Cl)c1C(=O)O/N=C(\C#N)c1c(Cl)cccc1Cl	2	i	i	i	i	i	i	2	i	i	i
2	CCCCCCn1cc(C(=O)O)c(=O)c2cc(F)c(N3CCN(C)CC3)cc21	-1	-5.5*	i	i	i	i	i	-11	i	i	i
3	CCCN(CCC)c1cc(Cl)nc(N)n1	-3	i	i	i	i	i	i	-13	i	i	i
4	COc1ccc(OC)c(CN2CCN(S(=O)(=O)c3ccc(NC(C)=O)cc3)CC2)c1	0	i	i	i	i	i	i	3	i	i	i
5	O=C(N/N=C/c1cc2c(cc1Cl)OCO2)c1cc(-c2ccccc2)n[nH]1	23	i	i	i	i	i	i	-5	i	i	i
6	CC(C)Oc1ccc(C(=O)NCC(=O)OCC(=O)N(C)Cc2cccs2)cc1	-5	i	i	i	i	i	i	8	i	i	i
7	CCOc1ccccc1NC(=O)CSc1nncc2ccccc12	6	i	i	i	i	i	i	-1	i	i	i
8	Cc1ccc(NC(=O)CN(C)S(=O)(=O)c2ccc3[nH]c(=O)oc3c2)c(C)c1	2	i	i	i	i	i	i	-1	i	i	i
9	O=C1CCCc2c1nc(-c1ccc([N+](=O)[O-])cc1)n2O	1	i	i	i	i	i	i	/	i	i	i
10	O=C(CCC(=O)N1CCN(c2ccccc2F)CC1)N1CCN(c2ccc(F)cc2)CC1	-2	i	i	i	i	i	i	7	i	i	i
11	CC(C)[C@@H]1C=C(C(=O)O)O[C@H](OCCCCO)C1	1	i	i	i	i	i	i	2	i	i	i
12	COc1ccc(C(=O)O/N=C/c2ccc(S(=O)(=O)c3ccc(Cl)cc3)nc2)cc1	2	i	i	i	i	i	i	-8	i	i	i
13	O=C(Nc1c(Cl)cc(Cl)cc1-c1nc2ccccc2s1)c1ccc(Br)o1	31	i	i	i	i	i	i	-1	i	i	i
14	CCOC(=O)N1CCN(Cc2nc3cc(NC(C)=O)ccc3n2CC)CC1	-2	i	i	i	i	i	i	1	i	i	i
15	CC(C)n1cnc2cc(NCc3nc4ccccc4n3C)ccc21	1	i	i	i	i	i	i	-5	i	i	i
16	NC(=O)C1CCN(C(=O)c2cc3ccccc3cc2O)CC1	-2	i	i	i	i	i	i	5	i	i	i
17	COc1ccc(CCNC(=O)CSc2ncn[nH]2)cc1	-2	i	i	i	i	i	i	2	i	i	i
18	N#C/C(=C\c1coc2ccc(O)cc2c1=O)C(=O)Nc1nc2ccccc2s1	37	i	i	i	i	i	i	-4	i	i	i
19	O=C(O)CC(c1ccccc1F)N1Cc2ccccc2C1=O (centres undefined)	-3	i	i	i	i	i	i	-1	i	i	i
20	Cc1cnc(C(=O)N2CCCC(C(=O)c3ccc(C(C)(C)C)cc3)C2)cn1 (centres undefined)	-3	i	i	i	i	i	i	4	i	i	i
21	COc1ccccc1C(=O)Nc1ccccc1C(=O)NCc1ccco1	1	i	i	i	i	i	i	/	i	i	i
22	COc1cccc(/C=N/NC(=O)c2ccoc2C)c1	-1	i	i	i	i	i	i	0	-8.5*	i	i
23	C=CC[N+]1(CC(=O)NCc2ccc(NC(C)=O)cc2)CCOCC1	-1	i	i	i	i	i	i	-1	i	i	i
24	COC(=O)c1ccc2c(=O)[nH]c(CCl)nc2c1	/	i	i	i	i	i	i	-8	i	i	i
25	Cc1nnc(C)c2c(C)n(N)c(C)c12	1	i	i	i	i	i	i	3	i	i	i
26	Cc1noc(C)c1COc1ccc(C(=O)OCc2nnc(-c3ccc(Cl)cc3)o2)cc1	12	i	i	i	i	-5*	i	-4	i	i	i
27	O=C(CSc1nnc(-c2ccco2)o1)Nc1cccc([N+](=O)[O-])c1	4	i	i	i	i	i	i	-1	i	i	i
28	Cc1cc(C)cc(Oc2coc3cc(OC(=O)c4cccnc4)ccc3c2=O)c1	-1	i	i	i	i	i	i	0	i	i	i
29	CC(C)N(C(=O)COC(=O)c1ccc(Cl)nc1)C(C)C	-1	i	i	i	i	i	i	0	i	i	i
30	Cc1noc(C)c1COC(=O)CCc1ccc(S(=O)(=O)N2CCCCC2)cc1	-1	i	i	i	i	i	i	1	i	i	i
31	O=C(c1ccc2nc(-c3ccccc3)c(-c3ccccc3)nc2c1)N1CCCCC1	-12	i	i	i	i	i	i	-9	i	i	i
32	O=C(c1ccc([N+](=O)[O-])cc1Cl)N1CCN(c2ccccn2)CC1	-1	i	i	i	i	i	i	7	i	i	i
33	CC(=O)NCCNC(=O)c1cccc(NS(=O)(=O)c2ccc3c(c2)OCCO3)c1	-2	i	i	i	i	i	i	5	i	i	i
34	Cc1cc(=O)[nH]c(SCC(=O)Nc2nc3c(s2)CCCC3)n1	6	i	i	i	i	i	i	2	i	i	i
35	Cc1nc2c(ccc3nc(NC(=O)Cc4ccccc4)sc32)s1	9	i	i	i	i	i	i	9	i	i	i
36	Cc1cc(C)n(C(=O)c2cccc([N+](=O)[O-])c2)n1	17	i	i	i	i	i	i	-10	i	i	i
37	CCNc1nc(NC(C)CC)nc(Oc2ccc(=O)[nH]n2)n1 (centres undefined)	-8	i	i	i	i	i	i	-1	i	i	i
38	COc1ccnc(Nc2ccc(C)c(C)c2)c1C#N	3	i	i	i	i	i	i	2	i	i	i
39	O=C(/C=C/c1ccccc1)N1CCN(c2c(Cl)cccc2[N+](=O)[O-])CC1	0	i	i	i	i	i	i	4	i	i	i
40	CC(NC(=O)C(=O)NCCN1CCN(C(=O)c2ccccc2Br)CC1)c1ccccc1 (centres undefined)	-1	i	i	i	i	i	i	5	i	i	i
41	Cc1ccc(/C=N/N2CCN(Cc3cccc4ccccc34)CC2)s1	1	i	i	i	i	i	i	8	i	i	i
42	COc1ccc(N(CC(=O)NCc2cccc(OC)c2)S(=O)(=O)c2c(C)noc2C)cc1	-2	i	i	i	i	i	i	-6	i	i	i
43	O=C(O)c1cccc(S(=O)(=O)Nc2ccc3[nH]c(=O)[nH]c3c2)c1	0	i	i	i	i	i	i	-2	i	i	i
44	Cc1ccccc1-c1cc(-c2ccccc2O)n[nH]1	55*	i	i	i	25*	i	i	13	i	i	i
45	Cc1cc(C(=O)NCCCN2CCN(c3cc(Cl)ccc3C)CC2)n(-c2ccccc2)n1	-1	i	i	i	i	i	i	0	i	i	i
46	CC(=O)Nc1cccc(C(=O)OCC(=O)NNC(=O)c2ccc([N+](=O)[O-])cc2)c1	-7	i	i	i	i	i	i	4	i	i	i
47	Cc1ccc(C)c2[nH]c(=O)c(CN(Cc3cccs3)C(=S)NCc3ccco3)cc12	5	i	i	i	i	i	i	2	i	i	i
48	CC(C)(C)C(=O)N1NC(=Nc2ccccc2)SC1(C)C	16	i	i	i	i	i	i	4	i	i	i
49	COc1ccc(NC(=O)CSc2nnc(-c3ccccn3)n2N)cc1	-2	i	i	i	i	i	i	-4	i	i	i
50	CC(C)=NOc1nc(NC(=O)NS(=O)(=O)c2ccccc2Cl)nc(N(C)C)n1	-6	i	i	i	i	i	i	-9	i	i	i
51	O=S(=O)(Cc1ccccc1)Nc1ccccc1Br	-3	i	i	i	i	i	i	-3	i	i	i
52	O=C(Nc1cccnc1)c1ccc2snnc2c1	3	i	i	i	i	i	i	9	i	i	i
53	O=S(=O)(c1cc(-c2nnc(-c3ccc(Br)cc3)o2)ccc1Br)N1CCCCCC1	-2	i	i	i	i	i	i	11	i	i	i
54	Cc1cccc(COC(=O)C(Cc2ccccc2)NC(N)=O)c1 (centres undefined)	-2	i	i	i	i	i	i	1	i	i	i
55	COc1ccc(NS(=O)(=O)c2c(C)[nH]c(C)c2C(=O)N2CCCCC2)cc1Cl	3	i	i	i	i	i	i	0	i	i	i
56	COc1ccc(-c2cc(-c3ccco3)[nH]c(=O)c2C#N)cc1OC	-1	i	i	i	i	i	i	/	i	i	i
57	O=C(O)c1ccccc1C(=O)NCC(O)c1ccccc1 (centres undefined)	-3	i	i	i	i	i	i	-6	i	i	i
58	CC1=C(C(=O)Nc2ccc(Br)cc2)C(c2ccco2)NC(=O)N1 (centres undefined)	4	i	i	i	i	i	i	5	i	i	i
59	COc1ccc(C(=O)NCC(C)CN(C)C)cc1 (centres undefined)	1	i	i	i	i	i	i	0	i	i	i
60	C=CCOC(=O)C(C#N)c1nc2ccccc2nc1N1CCN(c2ccccc2OC)CC1 (centres undefined)	25	i	i	i	i	i	i	8	i	i	i
61	C=CCn1c(SCCN2CCCC2)nc2c([nH]c3ccccc32)c1=O	7	-8.6*	i	i	i	i	i	-3	-8.4*	i	-4.6*
